# NPC1 promoter act – NPC1 promoter activation; Potency, µM (top dose mostly 9.22 µM), for inactives: top-dose activation, usual class: activators; Huh7 NPC1 promoter luciferase reporter, 24 h; AID 485313; 320,000 tested, 2.4% active;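 further: % of control where 0% means no effect; nearly all actives have a fitted effect of over 60% in size; reporter is driven by a mutant NPC1 promoter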
#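 Huh7 cells stably carrying NPC1 promoter–luciferase, plated in Opti-MEM with 10% FBS for 2 h, were exposed to compound in DMSO for 24 h at 37 °C; luciferase reagent was added for 10 min and luminescence read.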
# Gal4-VP16 FLuc – inhibits Gal4-VP16 luciferase reporter, ROR gamma counter-screen. Drosophila S2 Gal4-VP16 UAS-luciferase, luminescence, 20 h. Potency, µM (top dose mostly 53.6 µM), inactives show top-dose activity, negative = inhibition, usual class: inhibitors. 310,000 tested, 3.5% active. AID 2546;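 further: Gal4-VP16 expression switched on by copper sulfate through the metallothionein promoter; on the % scale 0 is the no-effect control and ±100 the full control effect; nearly all actives have a fitted effect of over 50% in size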
# p53 reactivation – restores transcriptional activity of mutant p53; 320,000 tested, 0.063% active; H1299 p53-A138V BP100-luciferase reporter, luminescence, 24 h; Potency, µM (titrated, usually from 92.2 µM), without a hit: top-dose activity change, positive = activation, hits mostly activators; further: % of control where 0% means no effect; nearly all actives have a fitted effect of over 45% in size
#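 H1299 (p53-null), stable ts p53-A138V + BP100-Luc; 1000 cells/well, Opti-MEM/10% FBS; cpd 4 pt, 1:5; 24 h, 37 deg C, 5% CO2; detection reagent 10 min RT; luminescence.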
# uPA generation – blocks generation of uPA at the cell surface; Potency, µM (series often up to 38.3 µM), inactives show at the top dose activity change, negative = inhibition, most hits filed as inhibitors; cell surface uPA generation assay, qHTS; 330,000 tested, 0.31% active; active means well fitted inhibition curve with a large enough effect; inconclusive means small, poorly fitted or top-dose-only effect; inactive means no such curve, though single readings can be large or run the other way; tested in mouse RAW 264.7 cells; further: on the % scale 0 is the no-effect control and ±100 the full control effect; nearly all actives have a fitted effect of over 55% in size
# BRCA1 expr act – BRCA1 expression activation. Potency, µM (top dose mostly 46.1 µM), inactives show at the top dose activation, most hits filed as activators. AID 624202. MCF7-BRCA1-FFLuc reporter, luminescence, 48 h; response scale: scaled: vehicle 0%, 10 µM genistein 100%. 380,000 tested, 1.1% active; further: nearly all actives have a fitted effect of over 80% in size; some results filed as inactive show a strong effect at the top dose
#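 Quantitative HTS in MCF7 cells stably reporting BRCA1 expression via firefly luciferase. Compound treatment lasts 48 h at 37 °C in phenol-red free MEM. Activation is expressed relative to genistein at 10 microM and DMSO.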
# RORg inh – ROR gamma (mouse) transcription inhibition. Drosophila S2 Gal4-RORgamma UAS-luciferase reporter, 20 h. Potency, µM (series often up to 53.6 µM), for inactives: at the top dose activity change, negative = inhibition, actives largely listed as inhibitors. 310,000 tested, 5.4% active. AID 2551; further: on the % scale 0 is the no-effect control and ±100 the full control effect; nearly all actives have a fitted effect of over 60% in size
# Target sequence (P51450 whole entry, looked up, the tested form may be a part): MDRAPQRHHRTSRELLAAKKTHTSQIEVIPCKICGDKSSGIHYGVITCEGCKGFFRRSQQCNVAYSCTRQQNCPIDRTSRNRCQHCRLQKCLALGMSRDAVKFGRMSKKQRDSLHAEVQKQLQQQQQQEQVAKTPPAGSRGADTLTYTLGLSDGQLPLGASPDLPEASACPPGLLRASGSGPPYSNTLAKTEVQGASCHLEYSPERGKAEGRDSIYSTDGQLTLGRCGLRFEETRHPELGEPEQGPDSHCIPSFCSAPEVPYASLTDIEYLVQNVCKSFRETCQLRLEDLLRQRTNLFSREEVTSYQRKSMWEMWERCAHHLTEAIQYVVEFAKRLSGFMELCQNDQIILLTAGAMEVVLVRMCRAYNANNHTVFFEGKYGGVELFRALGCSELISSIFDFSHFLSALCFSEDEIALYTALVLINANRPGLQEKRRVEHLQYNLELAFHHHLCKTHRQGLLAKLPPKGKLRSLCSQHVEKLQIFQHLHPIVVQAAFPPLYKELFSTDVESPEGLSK
#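 Compounds are pin-transferred onto Drosophila Schneider cells expressing a copper-inducible Gal4–ROR gamma transactivation domain fusion. After 1 hr, copper sulfate is added to 700 uM final; luciferase is read 20 hr later.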
# Rab9 prom act – activators of Rab9 promoter; Huh7 Rab9 promoter-luciferase reporter, luminescence, 24 h; Potency, µM (series often up to 9.22 µM), inactives show at the highest dose activation, negative = inhibition, usual class: activators; 320,000 tested, 2.8% active; further: % of control where 0% means no effect; nearly all actives have a fitted effect of over 60% in size
#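 Measured in stably transfected Huh7 cells bearing a Rab9 promoter–luciferase construct: 24 h compound treatment at 37 °C, followed by luminescence detection.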
# FLuc counter – inhibits or activates purified firefly luciferase, miR-21 counter-screen; P08659; purified FLuc, Km substrates, luminescence inhibition; Potency, µM (doses to about 57.5 µM), inactives show at the top dose activity change, negative = inhibition, usual class: inhibitors; 360,000 tested, 6.9% active;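 further: plate controls were vehicle for no effect and reference inhibitor for full effect; nearly all actives have a fitted effect of over 55% in size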
# Target sequence (P08659 whole entry, looked up): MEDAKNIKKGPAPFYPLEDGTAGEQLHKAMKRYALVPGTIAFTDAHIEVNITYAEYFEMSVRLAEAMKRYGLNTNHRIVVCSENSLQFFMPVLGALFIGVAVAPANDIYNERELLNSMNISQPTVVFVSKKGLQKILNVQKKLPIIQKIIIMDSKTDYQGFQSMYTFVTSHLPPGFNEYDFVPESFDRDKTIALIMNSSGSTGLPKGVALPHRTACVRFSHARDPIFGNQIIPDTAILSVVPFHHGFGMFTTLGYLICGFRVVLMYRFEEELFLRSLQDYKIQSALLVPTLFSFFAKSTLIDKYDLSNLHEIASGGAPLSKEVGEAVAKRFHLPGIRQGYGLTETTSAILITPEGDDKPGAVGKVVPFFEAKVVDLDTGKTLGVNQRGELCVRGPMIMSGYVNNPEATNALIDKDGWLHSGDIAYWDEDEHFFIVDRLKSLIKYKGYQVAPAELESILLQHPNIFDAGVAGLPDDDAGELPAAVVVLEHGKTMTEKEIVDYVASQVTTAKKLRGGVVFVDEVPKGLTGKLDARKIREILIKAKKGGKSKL
#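 Purified P. pyralis luciferase (10nM final) with 10uM D-luciferin and 10uM ATP (Km levels) in 50mM Tris acetate pH 7.5, 10mM Mg acetate, 0.01% Tween-20, 0.05% BSA; qHTS 6-point titration, ~60 µM downward; luminescence read.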
# MBNL1-CUG inh – blocks human MBNL1 binding to CUG repeat RNA; Q9NR56; TR-FRET MBNL1-His/biotin-(CUG)12 binding, 665/545 ratio; Potency, µM (series often up to 57.5 µM), inactives show top-dose activity change, negative = inhibition, hits mostly inhibitors; 280,000 tested, 0.036% active; AID 2675; active means well fitted inhibition curve with a large enough effect in the signal ratio, with a control signal flat, not every such curve was filed as active; inconclusive means small, poorly fitted or top-dose-only effect, or effect the other way, or a change in a side signal; inactive means no such curve, though single readings can be large or run the other way; the % refers to the signal ratio; further: on the % scale 0 is the no-effect control and ±100 the full control effect
#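 Inhibition of protein-RNA binding appears as loss of TR-FRET between terbium anti-His antibody on MBNL1-His and streptavidin-XL665 on biotin-(CUG)12. Activity is normalized to buffer-only and uninhibited-complex controls.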
# ELG1 genotox – induces genotoxicity in HEK293T cells with luciferase-tagged ELG1. HEK293T ELG1-luciferase reporter, luminescence, 16 h. Potency, µM (series often up to 46 µM), for the others: top-dose activity change, positive = activation, most hits filed as activators. 330,000 tested, 1.3% active; further: % of control where 0% means no effect; nearly all actives have a fitted effect of over 60% in size
#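 Luminescence read-out: rising ELG1-luciferase signal, reflecting elevated ELG1 protein under genetic stress, flags genotoxic compounds. Cells were treated for 16 hr at 37 °C before ONE-Glo detection.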
# * = called active by the depositor; ? = inconclusive; . = not tested or not shown; & = joins results of further samples; [ ] = another dose, or the depositor's remark. Unless noted, the call rests on the fitted dose curve; in most records, active means well fitted curve in the direction sought with a large enough effect; inconclusive means small, poorly fitted or top-dose-only effect, or another doubt; inactive means no such curve, though single readings can be large; an effect the other way counts as inactive or inconclusive. Potency means the concentration at half of the fitted maximal effect.
SMILES,NPC1 promoter act,Gal4-VP16 FLuc,p53 reactivation,uPA generation,BRCA1 expr act,RORg inh,Rab9 prom act,FLuc counter,MBNL1-CUG inh,ELG1 genotox
CCOC(=O)c1cnc2c(C(=O)OC)cccc2c1NCc1cccnc1,-6%,-12%,-5%,8%,-1%,8%,1%,-18%,14%,1%
COc1cc2c(cc1OC)C(C)N(C(=O)c1c(C)noc1C)CC2 (stereo not drawn),-3%,-3%,0%,5µM*,-35%,-3%,-4%,-1%,-16%,3%
Nc1c(Cl)c(Cl)nc(C(=O)OCC(=O)NC2CCCCC2)c1Cl,7%,14%,-13%,0%,-8%,?,8%,-7%,3%,3%
CCS(=O)(=O)NCc1csc(C)n1,-1%,-19%,1%,-3%,-8%,-7%,-13%,1%,-7%,0%
COc1cccc(N2CCN(C(=O)C3CCN(S(=O)(=O)c4ccc5c(c4)oc(=O)n5C)CC3)CC2)c1,1%,-2%,-7%,-11%,-5%&-6%,10%,-7%,0%&-1%,-5%,-4%
CN(C)S(=O)(=O)c1cccc(C(=O)Nc2n[nH]c(C(F)(F)F)n2)c1,-1%,-6%,2%,0%,-2%,-5%,-1%,1%,-11%,4%
COC(=O)C1=CO[C@@H](O[C@@H]2O[C@H](CO)[C@@H](O)[C@H](O)[C@H]2O)C2C1C=C[C@@]2(O)CO (stereo partly drawn),.,.,0%,-2%,11%,.,.,.,.,4%
COc1ccc(OC)c(NC(=O)C(CC(C)C)NC(=O)C2CCCCC2)c1 (stereo not drawn),.,6%,.,-2%,-30%,20%,.,0%,2%,.
Cc1cc(C)c(C#N)c(SCC(=O)Nc2cccc(S(=O)(=O)N3CCCC3)c2)n1,-3%,.,-1%,9%,-18%,.,-4%,3%,.,-2%
N#C/C(=N\Nc1ccc(S(=O)(=O)N2CCCCCC2)cc1)C(N)=S,-2%,?,7%,0%,-8%,11µM*,0%,?,?,-17%
CN(CCc1cnn(C)c1)Cc1cn[nH]c1-c1ccc(-c2ccccc2)cc1,0%,-1%,7%,3%,19%,2%,9%,-5%,-18%,9%
CC(C)C(c1nnnn1C1CCCCC1)N1CCN(C(=O)c2ccco2)CC1 (stereo not drawn),-4%,22%,-2%,2%,-21%,19%,0%,0%,-4%,5%
O=C(NNC(=O)c1cc(Cl)ccc1O)c1ccc(NS(=O)(=O)c2cccs2)cc1,4%,.,5%,2%,-63%,.,1%,?,.,5%
COc1cccc2sc(N3CCN(C(=O)c4cccs4)CC3)nc12,14%,.,8%,4%,29%,.,2%,-2%,.,-5%
Cc1ccc(C(=O)NCCCNC(=O)c2cccnc2)cc1,-4%,-14%,1%,-1%,-7%,-1%,4%,3%,-5%,5%
Cc1ccc(NC(=O)CSc2ccc(-c3ccc(-n4cccn4)cc3)nn2)c(C)c1,15%,.,7%,0%,-2%,.,1%,-18%,.,4%
Cn1nnnc1SCCNCc1ccccc1OCc1ccc(Cl)cc1,0%,-22%,-6%,-4%,-29%,?,-3%,6%,-13%,1%
COc1ccc(C(C)=O)cc1COC(=O)CCC(=O)c1cccs1,.,.,-3%,7%,-5%,.,.,.,.,1%
CN(Cc1ccccc1F)C(=O)c1ccc(NS(=O)(=O)c2ccc3[nH]c(=O)[nH]c3c2)cc1,-10%,.,0%,-1%,-17%,.,1%,0%,.,0%
O=C1CCCCC1Sc1nnc(Nc2ccccc2)s1 (stereo not drawn),2.5µM*,26%,15%,-1%,?,3%,3.2µM*,19µM*,-2%,?
COc1cc(C(=O)N(Cc2ccc(C)o2)C2CCS(=O)(=O)C2)cc(OC)c1OC (stereo not drawn),-2%,11%,0%,1%,0%,-16%,-2%,0%,-1%,2%
O=C(NCCc1c[nH]c2ccccc12)C(=O)Nc1cc2c3c(c1)CC(=O)N3CCC2,-2%,.,-1%,2%,-35%,.,9%,1%,.,5%
O=C(C(NS(=O)(=O)c1cccc2nsnc12)c1ccccc1)N1CCN(c2ccccn2)CC1 (stereo not drawn),-7%,1%,-8%,0%,-29%,16%,-1%,1%,?,-8%
O=S(=O)(c1cccc2cccnc12)N1CCN(c2ccccn2)CC1,0%,1%,-2%,3%,0%,2%,-5%,2%,-2%,-4%
CCSc1nnc(NC(=O)CSc2nnc(CNC(=O)c3ccccc3F)o2)s1,2%,2%,-2%,0%,-21%,2%,8%,?,.,2%
# New compounds follow.
SMILES,NPC1 promoter act,Gal4-VP16 FLuc,p53 reactivation,uPA generation,BRCA1 expr act,RORg inh,Rab9 prom act,FLuc counter,MBNL1-CUG inh,ELG1 genotox
C/C(=N\NC(=O)C(N)=O)c1ccc2c(c1)OCCO2,5%,-20%,-2%,-2%,1%,29%,15%,?,-4%,5%
O=C(NCCC1=CCCCC1)c1cc2ccccc2oc1=O,-1%,23%,3%,24%,11%,1%,3%,4.8µM*,8%,?
COc1ccc(NS(=O)(=O)c2ccc(C)c(C(=O)N3CCC3)c2)cc1,-2%,.,-5%,5%,-7%,.,0%,9%,.,-3%
Cc1cc(NC(=O)c2cccc(COc3ccc(Br)cc3)c2)no1,0.35µM*,?,19%,-17%,?,7.1µM*,0.45µM*,9.5µM*,-7%,0.65µM*
CC(C)(C)OC(=O)Nc1ncnc2c1ncn2C1OC(CO)C2OC(C)(C)OC21 (stereo not drawn),0%,-6%,-1%,-13%,6%,-5%,11%,0%,-9%,1%
Cc1cc(NC(=S)N(Cc2ccc(Cl)cc2)Cc2ccc(C(=O)O)cc2)ccc1Cl,-1%,-8%,-4%,-16%,-8%,40%,-2%,-19%,-4%,-5%
CC(=O)Nc1cccc(S(=O)(=O)N2CCCCCC2)c1,-1%,-2%[0.365 µM],-8%,-3%,-5%,38%,-8%,1%,1%,-3%
Cc1ccc(S(=O)(=O)N2CCCCC2)cc1NC(=O)Cc1c[nH]c2ccccc12,-3%,-15%,-2%,7%,-41%,?,-4%,5%,2%,-4%
NC(=O)CCS(=O)(=O)c1ccc(Cl)cc1,0%,-3%,0%,9%,-4%,-12%,1%,-2%,16%,-1%
Cc1ccc(NC(=S)NN2CCOCC2)c(C)c1,0%,?,2%,-2%,2%,11µM*,-3%,1%,-3%,2%
CC(=O)c1cccc(NC(=O)COC(=O)C2CCCN2C(=O)c2cccs2)c1 (stereo not drawn),.,.,-8%,0%,2%,.,.,.,.,2%
COc1ccc(CC(=O)OCC(=O)NC(=O)NC(C)C)cc1,-2%,19%,-4%,3%,4%,6%,-6%,0%,-14%,0%
CN(C)S(=O)(=O)c1cccc(NC(=O)CSc2cccc3cccnc23)c1,1%,?,-24%,3%,-52%,10µM*,0%,-3%,18%,11%
C/C(CC(=O)Nc1ccc2ccccc2c1)=N\NC(=O)c1cnccn1,11%,5%,?,10%,35%,-14%,0%,-11%,2%,7%
C=CCNC(=O)c1ccccc1NC(=O)c1ccc(Cl)c(S(=O)(=O)Nc2cccc(C)c2C)c1,0%,-3%,-7%,-27%,-72%,?,1%,3%,.,-9%
CCOC(=O)C1=C(C)N(c2ccc(OCC)cc2)C(=O)/C1=C\c1ccco1,-5%,-2%,19%,-4%,1%,?,0%,-12%,7%,-1%
C[C@@H]1CC[C@]2(C(=O)O[C@@H]3O[C@H](CO)[C@@H](O)[C@H](O)[C@H]3O)CC[C@]3(C)C(=CCC4[C@@]5(C)C[C@@H](O)[C@H](O)[C@@](C)(C(=O)O[C@@H]6[C@H](O)C[C@@]7(C)C(CC[C@]8(C)C7CC=C7[C@H]9[C@](C(=O)O[C@@H]%10O[C@H](CO)[C@@H](O)[C@H](O)[C@H]%10O)(CC[C@@H](C)[C@@]9(C)O)CC[C@]78C)[C@@]6(CO)C(=O)O)C5CC[C@]43C)[C@@H]2[C@]1(C)O (stereo partly drawn),.,.,-4%,6%,3%,.,.,.,.,1%
CC(=O)Nc1ccc(NC(=O)Nc2ccccc2C)cc1,11%,11%,5%,-5%,?,-3%,4%,?,-16%,3%
COc1ccc(Cl)cc1-n1c(=S)sc2c(=O)[nH]c(SCC(=O)NCC3CCCO3)nc21 (stereo not drawn),1%,-6%,-4%,2%,0%,-10%,-4%,1%,0%,1%
Cc1ccc2cc(CCNC(=O)Cc3cccs3)c(=O)[nH]c2c1,-1%,-1%,-3%,11%,-9%,?,-9%,0%,-2%,-1%
COC(=O)C1CCN(C(=O)COC(=O)c2ccc(=O)n(Cc3ccccc3)n2)CC1,0%,.,-1%,18%,-17%,.,-4%,0%,.,-6%
CC(=O)C1=C(C)NC(=O)NC1c1ccc(OC2CCCC2)cc1 (stereo not drawn),-1%,-1%,13%,.,-60%,14%,-3%,-8%,0%,9%
CCOC(=O)CCc1c(C)nc(SCCCn2c(=O)[nH]c3ccccc32)c(C#N)c1C,-1%,29%,-16%,2%,12%,?,0%,4%,10%,-11%
COCc1nnc(NC(=O)c2ccc(S(=O)(=O)N3CCCc4ccccc43)cc2)o1,-10%,3.5µM*,-1%,-15%,-50%,0.63µM*,-2%,?,.,-7%
C#CCOC(=O)CN1C(=O)c2cccc3cccc(c23)C1=O,-2%,46%,.,-3%,-11%,4%,7%,?,?,5%

# Looked up above.
# COc1ccc(Cl)cc1-n1c(=S)sc2c(=O)[nH]c(SCC(=O)NCC3CCCO3)nc21 (stereo not drawn) – Rab9 prom act: -4%
# NC(=O)CCS(=O)(=O)c1ccc(Cl)cc1 – NPC1 promoter act: 0%

# Screens (PubChem BioAssay)
